# Arrestin-AP2 inh = inhibitors of beta-arrestin/AP2 binding, primary screen, biochemical, GPCR trafficking, flow cytometry. beta-arrestin 1 C-terminal peptide binding to AP2 beta2-adaptin appendage (human). FITC-arrestin peptide / GST-AP2 beads; AP2 beta2 appendage carries R879A mutation. inhibition, % at 10 µM. 340,000 compounds, 0.31% hits. AID 504490, 2011;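 active = inhibition above a set limit, near 3 SD of compounds lacking own fluorescence, cut at about 54% in these data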;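 note: plate controls were DMSO wells for no effect and 5 µM unlabelled arrestin peptide for full effect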
#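 Measured by: flow cytometry, FL1 (488/535 nm); Material: AP2 appendage R879A on GSH beads; Evaluation: percent response; Timing: pre-incubation 12 min, peptide binding 1 h, room temperature; Also added: 50 nM FITC-arrestin peptide; Medium: PBS with 0.05% Tween 20 and 0.1% BSA.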
# PKA-R1A act = activators of PKA-R1A holoenzyme, primary screen, biochemical, fluorescence polarization, Cy5-IP20, bovine R1A, mouse PKAc | 340,000 compounds, 0.083% hits | AID 504707, 2011 | activation, % at 11.4 µM | cAMP-dependent protein kinase type I-alpha regulatory subunit (Bos taurus) + … | PKA-R1A dissociation; scaled: DMSO 0%, 113 µM cGMP 100%;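 active = percent activation above the mean of all tested compounds plus 3 SD, cut at about 19% in these data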;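 note: higher means more PKAc released from R1A so a rise in polarization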
# SUMO Mot1 rescue = yeast Mot1-301 growth rescue at high temperature, primary screen, SUMOylation pathway inhibitor project, S. cerevisiae, ATP luminescence, 38.5C; S. cerevisiae Mot1-301 growth rescue; percent above DMSO median, 100 means doubled; growth rescue, % at 18.8 µM; 320,000 compounds, 1% hits;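 active = every valid replicate shows activation above 250% relative to neutral control wells; inactive = the rest, any valid replicate at or below 250%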;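 note: OY570 slx delta 5 strain wells were the positive control but not used for scaling; some compounds called inactive have numbers as strong as hits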
# CDK5 inh = inhibitors of human CDK5/p35 kinase, primary screen, biochemical, single concentration; Cyclin-dependent kinase 5 (Homo sapiens) + Cyclin-dependent kinase 5 activator 1 (Homo …; Recombinant CDK5/p35, ADP-Glo luminescence, 60 min; inhibition, % at 10 µM; 330,000 compounds, 0.01% hits;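 active = highest replicate inhibition of at least 50% and at least 75% of replicates reaching 50%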;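 note: plate controls were DMSO neutral control for no effect and GW8510 at 10 µM for full effect; many of its hits are not listed in these tables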
# SR-BI DiI inh = inhibitors of SR-BI mediated HDL lipid uptake, primary screen, ldlA[mSR-BI] cells, fluorescence, single point; Scavenger receptor class B member 1 (Mus musculus), Q61009; ldlA[mSR-BI] CHO cells, DiI-HDL uptake fluorescence, 3 h; inhibition, % at 12.5 µM; 320,000 compounds, 0.96% hits; AID 488896, 2010;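 active = mean replicate inhibition of at least 70% and a set share of replicates each scoring 70 or more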;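 note: 0% = median of neutral control wells and 100% = median of positive control wells; values of inactives mirror those of a sister screen read the other way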
# MITF TRPM1 HTS = activators of MITF-driven TRPM1 promoter reporter, primary screen, cell-based, SK-MEL-5, luciferase, single point; SK-MEL-5 TRPM1-promoter luciferase, 24 h; % of positive control, neutral wells = 0; activation, % at 12.5 µM; 300,000 compounds, 0.75% hits; AID 588334, 2011;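 active = mean activation of at least 80% with every replicate also reaching 80%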;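 note: 0% = neutral control wells and 100% = parthenolide positive control wells; values of inactives mirror those of a sister screen read the other way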
# SR-BI DiI-HDL act = activators of SR-BI mediated DiI-HDL uptake, primary screen, ldlA[mSR-BI] CHO cells, DiI fluorescence; 3 h; 100 = double the neutral-control signal; activation, % at 12.5 µM; 320,000 compounds, 0.096% hits; AID 504775, 2011;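 active = mean replicate activation of at least 60% and every replicate at or above 60%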;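 note: 0% = median plate neutral-control signal and 100% = twice that signal; values of inactives mirror those of a sister screen read the other way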
#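 Assay system: LDL receptor-deficient CHO ldlA cells overexpressing murine SR-BI / Medium: BSA-supplemented, HEPES-buffered Ham's F12, pH 7.4 / Probe or stimulus: DiI-labelled HDL at 10 µg/mL final / Timing: compound with DiI-HDL co-incubation, 3 h at 37 °C / Technique: bottom-read cell fluorescence after medium removal, ex 550/em 595 nm / Measure: HDL uptake via cellular fluorescence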
# PKA-R2B activ = activators of PKA-R2B holoenzyme, primary screen, biochemical, fluorescence polarization, Cy5-IP20, human; cAMP-dependent protein kinase catalytic subunit beta (Homo sapiens) + cAMP-dependent …; PKA-R2B holoenzyme dissociation; R2B truncated from residue 108, S112A mutant; 0% DMSO only, 100% 113 µM cGMP; activation, % at 11.4 µM; 340,000 compounds, 0.079% hits;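 active = activation above a cutoff set at the mean over all compounds plus 3 SD, cut at about 18% in these data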;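 note: higher means more holoenzyme dissociation and a rise in polarization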
# NSD2 HMT inh = NSD2 histone methyltransferase inhibitors, primary screen, biochemical, AlphaScreen, single concentration, set 2. NSD2 peptide methylation, 120 min. inhibition, % at 12.5 µM. 310,000 compounds, 0.54% hits; in the data active = inhibition above about 50%
# Target sequence (O96028 whole entry, looked up): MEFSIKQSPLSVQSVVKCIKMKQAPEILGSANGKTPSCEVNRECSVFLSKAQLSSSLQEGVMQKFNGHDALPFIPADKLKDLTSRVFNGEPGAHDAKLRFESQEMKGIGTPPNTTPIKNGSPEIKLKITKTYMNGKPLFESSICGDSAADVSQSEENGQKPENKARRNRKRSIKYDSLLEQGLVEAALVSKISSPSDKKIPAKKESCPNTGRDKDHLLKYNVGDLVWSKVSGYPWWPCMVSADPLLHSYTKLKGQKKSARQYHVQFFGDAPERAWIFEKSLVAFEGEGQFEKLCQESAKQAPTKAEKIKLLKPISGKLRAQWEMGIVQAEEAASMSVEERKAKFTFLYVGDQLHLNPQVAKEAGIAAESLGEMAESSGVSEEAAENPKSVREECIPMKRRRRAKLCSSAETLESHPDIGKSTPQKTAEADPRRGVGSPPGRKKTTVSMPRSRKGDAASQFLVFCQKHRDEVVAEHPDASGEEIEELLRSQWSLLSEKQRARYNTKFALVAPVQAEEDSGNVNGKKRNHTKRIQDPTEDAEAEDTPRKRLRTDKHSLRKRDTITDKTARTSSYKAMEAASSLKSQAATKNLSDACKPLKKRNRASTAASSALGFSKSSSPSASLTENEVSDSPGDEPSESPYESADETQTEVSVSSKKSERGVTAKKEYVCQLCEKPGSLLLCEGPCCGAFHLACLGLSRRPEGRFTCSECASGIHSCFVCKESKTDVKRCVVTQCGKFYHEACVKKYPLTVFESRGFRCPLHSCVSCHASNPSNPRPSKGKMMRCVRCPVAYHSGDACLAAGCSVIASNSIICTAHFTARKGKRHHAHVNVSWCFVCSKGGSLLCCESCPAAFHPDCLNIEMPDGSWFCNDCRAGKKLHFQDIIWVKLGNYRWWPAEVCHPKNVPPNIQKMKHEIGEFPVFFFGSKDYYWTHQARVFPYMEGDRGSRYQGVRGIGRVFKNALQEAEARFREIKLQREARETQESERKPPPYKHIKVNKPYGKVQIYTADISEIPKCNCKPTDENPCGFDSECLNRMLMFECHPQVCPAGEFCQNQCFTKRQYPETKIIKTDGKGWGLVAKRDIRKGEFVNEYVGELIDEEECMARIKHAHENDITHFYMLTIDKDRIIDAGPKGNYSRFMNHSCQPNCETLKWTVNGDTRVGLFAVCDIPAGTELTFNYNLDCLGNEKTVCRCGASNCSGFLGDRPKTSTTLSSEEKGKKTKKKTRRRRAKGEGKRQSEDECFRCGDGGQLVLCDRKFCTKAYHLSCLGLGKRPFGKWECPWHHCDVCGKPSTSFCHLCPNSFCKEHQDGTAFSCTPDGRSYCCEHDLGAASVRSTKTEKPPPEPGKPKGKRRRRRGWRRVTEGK
# DSG3 Ab inh = inhibitors of pemphigus antibody binding to DSG3, primary screen, biochemical, bead-based, flow cytometry, scFv-GFP; Desmoglein-3 (Homo sapiens), P32926; DSG3-coupled beads, scFv-anti-DSG3-GFP binding; hits give low values; binding (percent of control), % at 10 µM; 310,000 compounds, 0.48% hits;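 active = binding more than 3 SD below its plate's average and above zero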;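 note: hits lower antibody fragment binding to DSG3; some compounds called inactive have numbers as strong as hits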
# dFosB act = activators of delta FosB homodimer, primary screen, biochemical, fluorescence polarization, TAMRA-CDK5 oligo, single point; Protein FosB (Mus musculus), P13346; purified delta FosB; percent of positive-control signal above neutral wells; activation, % at 25 µM; 340,000 compounds, 0.99% hits; AID 493131, 2011;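 active = mean activation above about 17%, with every replicate also reaching it, limit read from the data, passing the limit was not always enough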;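 note: fluorescence polarization rise as delta FosB binds a TAMRA Cdk5 AP-1 oligo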
# Starred values were filed as active, the others as inactive; i = inactive; x = not tested or not shown; & = joins results of further samples.
1: C/C(=N\NC(=O)c1cc(C)oc1C)c1ccc2c(c1)OCO2
2: CCOCCCN1CC(C(=O)NCc2ccc3c(c2)OCO3)CC1=O (centres undefined)
3: Cc1ccc(C)c(S(=O)(=O)N2CCN(C(=O)CCC(=O)NCc3ccc(Cl)cc3)CC2)c1
4: CCC(C)Oc1cc(-c2ccnc(Nc3cccc(Cl)c3)n2)ccn1 (centres undefined)
5: Cc1ccc(-n2nc(C)c3c(-c4cccs4)c(C#N)c(N)nc32)cc1
6: CCC/C(C#CCCN1C(=O)c2ccccc2C1=O)=C1/c2ccccc2C(=O)N1c1ccccc1
7: COc1ccccc1CNC(=O)C1CCCN(S(=O)(=O)c2c(C)[nH]c(=O)[nH]c2=O)C1 (centres undefined)
8: CCN1CCN(c2ccc(NC(=O)c3ccc(Cl)c(S(=O)(=O)N4CCCC4)c3)cc2)CC1
9: N=C1/C(=C\c2ccc(Br)o2)C(=O)N=C2SC(CC(=O)N3CCCCC3)=NN12
10: O=C(CN1C(=O)COc2ccccc21)c1cccc(Cl)c1

screen / no.	1	2	3	4	5	6	7	8	9	10
Arrestin-AP2 inh	8	-14	3	12	-2	0	3	-14	5	13
PKA-R1A act	-1	10	-4	-7	-11	-2	-6	-13	-3	-11
SUMO Mot1 rescue	9	-5	0	3	284	28	5	x	19	i
CDK5 inh	0.0	-0.6	-1.1	-0.5	-1.6	-2.5	-2.5	-3.1	-9.3	0.8
SR-BI DiI inh	-11	-33	28	26	6	6	-4	7	6	-5
MITF TRPM1 HTS	-4	8	4	-19	-13	11	x	-12	2	12
SR-BI DiI-HDL act	11	33	-28	-26	-6	-6	4	-7	-6	5
PKA-R2B activ	-12	-4	-5	-6	2	0	-3	-12	-5	7
NSD2 HMT inh	-1	-2	-2	x	x	x	x	17	67*	-8
DSG3 Ab inh	99	106	95	101	103	x	104	101	106	101
dFosB act	6	3	-16	2	-13	-6	-5	-2	-9	3

11: CCOC(=O)c1c(C)[nH]c(C)c1C(=O)CSc1nc(N)cc(=O)[nH]1
12: COc1ccc(C2N(C(=O)C(F)(F)F)C(C)CN2S(=O)(=O)c2ccc(C)cc2)cc1 (centres undefined)
13: Cc1cc(C)cc(N)c1
14: COc1ccccc1N1CCN(c2ccc(-c3ccccc3)nn2)CC1
15: O=C(c1cc2sccc2n1Cc1ccccc1)N1CCCc2ccccc21
16: COc1ccccc1CN(Cc1nc2ccccc2c(=O)[nH]1)C(=O)Nc1ccc(C)cc1
17: Cc1ccc(S(=O)(=O)N(C)C)cc1NC(=O)COC(=O)/C=C/c1cccs1
18: O=c1c(O)c(-c2ccc(O)c(O)c2)oc2cc(O)ccc12
19: COc1ccccc1N1CCN(S(=O)(=O)CCNC(=O)C23CC4CC(CC(C4)C2)C3)CC1
20: CS/C(=N\S(=O)(=O)c1cccs1)NC(=O)CSc1nc2ccccc2s1

screen / no.	11	12	13	14	15	16	17	18	19	20
Arrestin-AP2 inh	18	-2	-17	-12	-4	-9	-8	1	4	25&2
PKA-R1A act	-3	5	0	-10	-1	0	6	-3	-11	-6&-19
SUMO Mot1 rescue	-16	8	-13	-39	-6	14	-3	x	-14	-18
CDK5 inh	-0.1	1.6	-2.4	-0.9	-0.7	-0.5	2.1	49	-4.1	-2.3&-1.3
SR-BI DiI inh	-5	x	9	48	10	13	-2	31	9	-32&-3
MITF TRPM1 HTS	x	-23	2	-35	1	0	6	8	-7	-3&-21
SR-BI DiI-HDL act	5	x	-9	-48	-10	-13	2	-31	-9	32&3
PKA-R2B activ	3	-2	-2	-8	11	11	-5	2	-16	-6&-18
NSD2 HMT inh	3	86*	x	x	-4	0	1	x	9	6
DSG3 Ab inh	x	97	101	99	119	123	95	x	x	x
dFosB act	-4	-6	-5	4	-12	-12	-5	-3	-9	-6&-14

21: Cc1ccc(C2=NN3C(=O)c4ccccc4C3C2)cc1 (centres undefined)
22: Cc1c(NC(=O)c2c(F)cccc2F)c(=O)n(-c2ccccc2)n1C
23: O=C(O)c1cc(O)ccc1NC(=O)C1CCCO1 (centres undefined)
24: Cc1cc(C)cc(NC(=O)COC(=O)COc2ccc(N(C)S(=O)(=O)c3cccs3)cc2)c1
25: CCOC(=O)N1CCC(Nc2c(NCCN3CCN(c4cccc(Cl)c4)CC3)c(=O)c2=O)CC1
26: C=C(C)COc1ccc(-c2n[nH]c(C)c2-c2ccccc2OC)c(O)c1
27: COc1ccc([N+](=O)[O-])cc1/C=N/NC(=O)Cc1ccccc1
28: COc1ccccc1CNC(=O)c1ccc(S(=O)(=O)N2CCCC2)cc1
29: COc1ccc(C(=O)OCC(=O)c2cc(OC)ccc2OC)c(OC)c1
30: COc1ccc(N(CC(=O)N2CCOCC2)S(C)(=O)=O)cc1

screen / no.	21	22	23	24	25	26	27	28	29	30
Arrestin-AP2 inh	1	3	0	-3	24	-2	-5	-7	-2	15
PKA-R1A act	-3	0	-5	3	1	2	-16	-8	11	-5
SUMO Mot1 rescue	40	490	-3	-15	-9	-2	17	-6	565	2
CDK5 inh	-2.4	-1.7	-1.3	1.1	-0.9	-1.3	-7.9	-0.6	0.1	0.1
SR-BI DiI inh	-8	-10	15	-5	x	-2	-1	23	52	-10
MITF TRPM1 HTS	31	0	3	0	1	1	-6	3	21	-8
SR-BI DiI-HDL act	8	10	-15	5	x	2	1	-23	-52	10
PKA-R2B activ	0	4	-5	0	0	1	-8	-14	-7	0
NSD2 HMT inh	0	-1	2	-1	x	21	-1	5	-1	-3
DSG3 Ab inh	109	98	92	96	96	107	110	105	105	105
dFosB act	-23	-3	1	-10	1	-3	0	-8	-9	3

# 3 records drawn at random from those above, as already listed:
24: Cc1cc(C)cc(NC(=O)COC(=O)COc2ccc(N(C)S(=O)(=O)c3cccs3)cc2)c1
27: COc1ccc([N+](=O)[O-])cc1/C=N/NC(=O)Cc1ccccc1
29: COc1ccc(C(=O)OCC(=O)c2cc(OC)ccc2OC)c(OC)c1

screen / no.	24	27	29
Arrestin-AP2 inh	-3	-5	-2
PKA-R1A act	3	-16	11
SUMO Mot1 rescue	-15	17	565
CDK5 inh	1.1	-7.9	0.1
SR-BI DiI inh	-5	-1	52
MITF TRPM1 HTS	0	-6	21
SR-BI DiI-HDL act	5	1	-52
PKA-R2B activ	0	-8	-7
NSD2 HMT inh	-1	-1	-1
DSG3 Ab inh	96	110	105
dFosB act	-10	0	-9

# (further entries)
31: CCCCCCCC(=O)Nc1ccc(C(=O)N/N=C/c2cccc([N+](=O)[O-])c2)cc1
32: CC(=O)OCc1c(C(F)(F)F)nn(C)c1Sc1ccccc1
33: CCC(CC)C(=O)Nc1c2c(nn1-c1ccc(OC)cc1)CS(=O)(=O)C2
34: Cc1ccc(CSC2=Nc3sccc3C3=NC(=O)CN23)cc1
35: CCc1nc(OCC(=O)c2ccccc2)c(C#N)c2c1COC(C)(C)C2
36: O=C(C1CCC(CNc2c(N3CCCCC3)c(=O)c2=O)CC1)N1CCCC1 (centres undefined)
37: Cc1cc(NC(c2cccnc2)c2ccc3cccnc3c2O)no1 (centres undefined)
38: COc1cc(NC(=O)CN2CCCCC2C)c(C)cc1[N+](=O)[O-] (centres undefined)
39: O=C(CCCCCN1C(=O)c2ccccc2C1=O)Nc1ccc2c(c1)OCCO2
40: CC(C)(C)c1csc(Sc2ccc([N+](=O)[O-])cn2)n1

screen / no.	31	32	33	34	35	36	37	38	39	40
Arrestin-AP2 inh	7	11	5	-6	6	-7	32	-2	-6	20
PKA-R1A act	2	5	9	2	-21	-6	-13	-7	-8	-1
SUMO Mot1 rescue	-5	x	-7	4	-3	-15	16	-10	-2	16
CDK5 inh	-7.9	-2.3	-1.4	1.1	-2.8	-1.6	0.0	-0.5	-0.9	0.1
SR-BI DiI inh	87*	11	x	-19	24	-29	-1	11	0	-17
MITF TRPM1 HTS	-72	9	-4	x	2	1	-56	11	2	x
SR-BI DiI-HDL act	-87	-11	x	19	-24	29	1	-11	0	17
PKA-R2B activ	2	12	15	-11	-10	3	-8	4	-11	-1
NSD2 HMT inh	0	-3	-5	-1	0	-3	0	2	-1	3
DSG3 Ab inh	x	97	97	97	107	91	100	102	98	121
dFosB act	20*	-5	-3	-2	-1	-1	-12	-8	-3	1

41: CS(=O)(=O)N1CCC(Oc2ccccc2C(=O)N2CCCCC2CO)CC1 (centres undefined)
42: Cc1nn(-c2ccccc2)c2sc(C(=O)N3CCCCC3)cc12
43: Cc1ccccc1OCC(=O)Nc1nnc(S(=O)(=O)N2CCCC2)s1
44: S=C(NC1CCCCC1)NC1CC2CCC(C1)N2Cc1ccccc1 (centres undefined)
45: Cc1nn(C)c(Cl)c1C(=O)NCC(=O)O
46: CCC(CO)Oc1cc(NCc2ccccc2Cl)c2ncn(C(C)C)c2c1 (centres undefined)
47: Cc1ccc2[nH]c(=O)c(CN(C)C(=O)c3ccccn3)cc2c1

screen / no.	41	42	43	44	45	46	47
Arrestin-AP2 inh	2	-2	-2	28	-7	31	4
PKA-R1A act	7	-15	-1	-1	0	9	3
SUMO Mot1 rescue	16	11	-15	27	85	-2	-9
CDK5 inh	-2.6	0.7	2.6	-1.5	-0.1	3.1	0.9
SR-BI DiI inh	-21	x	1	4	-9	3	-6
MITF TRPM1 HTS	2	19	2	-7	9	-5	-5
SR-BI DiI-HDL act	21	x	-1	-4	9	-3	6
PKA-R2B activ	1	-12	-14	-8	2	8	-9
NSD2 HMT inh	0	-5	x	5	-1	x	-2
DSG3 Ab inh	99	101	100	100	114	103	x
dFosB act	1	-21	-8	-4	-3	2	-6
